Screening results: PubChem, The Scripps Research Institute Molecular Screening Center
GPR151 activ: human GPR151 activation | actives 1% (n = 650,000) | Q8TDV0 | AID 1508602 | PathHunter beta-arrestin GPR151 cells, luminescence | activation, % at 11.2 µM; in the data active = activation above about 4.9%;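 also: 0% = median of compound wells and 100% = cells with positive control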
Target sequence (Q8TDV0 whole entry, looked up): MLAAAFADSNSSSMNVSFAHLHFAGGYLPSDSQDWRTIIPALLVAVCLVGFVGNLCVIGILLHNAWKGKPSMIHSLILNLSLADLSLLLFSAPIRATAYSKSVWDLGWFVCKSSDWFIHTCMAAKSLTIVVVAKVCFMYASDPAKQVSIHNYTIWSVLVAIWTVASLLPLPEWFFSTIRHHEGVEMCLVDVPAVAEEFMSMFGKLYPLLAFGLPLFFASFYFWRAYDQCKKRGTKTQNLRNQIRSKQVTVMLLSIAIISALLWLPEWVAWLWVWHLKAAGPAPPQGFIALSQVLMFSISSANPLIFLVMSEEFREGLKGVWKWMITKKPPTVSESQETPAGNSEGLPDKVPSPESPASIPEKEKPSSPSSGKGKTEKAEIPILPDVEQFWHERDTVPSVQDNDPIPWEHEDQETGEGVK
FBW7 act: activators of human E3 ligase FBW7 | Q969H0 | AlphaScreen FBW7–phospho-cyclin E peptide binding, activator screen | normalized activity (activation), % at 26.1 µM | actives 0.13% (n = 650,000); in the data active = normalized activity above about 1.9%;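 also: purified mutant Fbw7 with reduced substrate affinity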
Target sequence (Q969H0 whole entry, looked up): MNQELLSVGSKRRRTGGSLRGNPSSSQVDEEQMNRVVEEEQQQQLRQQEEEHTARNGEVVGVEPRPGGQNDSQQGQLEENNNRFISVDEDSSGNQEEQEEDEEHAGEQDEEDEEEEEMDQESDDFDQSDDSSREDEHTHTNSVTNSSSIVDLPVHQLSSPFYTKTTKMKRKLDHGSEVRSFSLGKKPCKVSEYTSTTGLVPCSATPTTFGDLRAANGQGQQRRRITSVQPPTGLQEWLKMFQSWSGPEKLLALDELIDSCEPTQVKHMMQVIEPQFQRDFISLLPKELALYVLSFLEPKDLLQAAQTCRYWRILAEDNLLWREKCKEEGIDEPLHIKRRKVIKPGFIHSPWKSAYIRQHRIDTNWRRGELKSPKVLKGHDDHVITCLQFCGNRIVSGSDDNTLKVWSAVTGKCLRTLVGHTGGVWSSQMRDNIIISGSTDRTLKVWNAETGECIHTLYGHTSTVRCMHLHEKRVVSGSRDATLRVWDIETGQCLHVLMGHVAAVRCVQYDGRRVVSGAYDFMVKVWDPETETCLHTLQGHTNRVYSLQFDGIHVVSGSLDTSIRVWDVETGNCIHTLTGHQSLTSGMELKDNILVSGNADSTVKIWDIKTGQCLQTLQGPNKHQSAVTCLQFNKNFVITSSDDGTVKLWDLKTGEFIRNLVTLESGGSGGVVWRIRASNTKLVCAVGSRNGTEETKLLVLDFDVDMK
MITF inh: human MITF inhibition, primary screen; inhibition, % at 2.6 µM; O75030; actives 0.91% (n = 650,000); AlphaScreen MITF homodimerization, bead proximity signal; in the data active = inhibition above about 50%;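 also: 0% = vehicle wells with protein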
TEAD-YAP block: TEAD-YAP interaction inhibition; HEK-TIYL cells, TEAD-Gal4/YAP UAS-luciferase luminescence; inhibition, % at 9.12 µM; actives 1.4% (n = 640,000); in the data active = inhibition above about 32%;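 also: 0% = median of test compound wells and 100% = reference inhibitor wells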
An asterisk follows results filed as active; . = not tested or not shown; & = joins results of further samples.

SMILES	GPR151 activ	FBW7 act	MITF inh	TEAD-YAP block
CC(C)(C)OC1=C(OCBr)N(Cc2ccccc2)C=NC=N1	-0.2	0.0	-1	-5
COCCn1c2c(c(=O)[nH]c1=O)C(c1ccccc1)C1=C(N2)c2ccccc2C1=O (stereo not drawn)	0.9	0.1	7	10
CCCNc1ncnc2nc(Nc3ccc(C(F)(F)F)cc3)[nH]c12	1.5	0.1	-9	-4
NCc1nc(-c2ccncc2)no1	-1.2	0.4	18	-2
Cc1nc(SCc2ccc([N+](=O)[O-])cc2)nc(C)c1C	-0.9	-0.2	-8	-10
Nc1ccc(C(=O)OCC(=O)c2ccc(F)cc2)cc1[N+](=O)[O-]	0.5	0.2	12	-7
COC(=O)N/N=C\c1c(C)nn(-c2ccccc2)c1Cl	-0.3	-0.1	0	-35
O=Cc1ccc(OCc2ccc([N+](=O)[O-])cc2)cc1	-1.1	-0.3	1	-46
FC(F)(F)c1ccccc1-n1ccnc1	-0.8&-2.6	0.2&-0.1	-13&-15	-13
Oc1ccc2ccccc2c1CNc1nc(-c2ccccc2)c(-c2ccccc2)s1	-1.1	0.5	11	6
Cc1nc(Nc2nc3ccccc3o2)nc(-c2ccc(F)cc2)c1C#N	-1.4	0.7	12	3
CCOC(=O)c1cc(-c2ccccc2)sc1NC(=S)NN1CCOCC1	-0.1	0.2	0	-12
NC(=O)c1oc2ccc(Cl)cc2c1NC(=O)CN1CCOCC1	-0.8	1.5	12	-4
Cc1cc(C)cc(OCc2nc(-c3ccc(OCC(N)=O)cc3)no2)c1	0.6	0.2	23	0
CN(C)c1nc2nonc2nc1N(C)Cc1cnccn1	0.9	0.4	10	-8
COc1ccc(S(=O)(=O)N(C)CC(=O)NC2CC2)cc1	-0.5	0.2	3	-11
COc1cc(N)c(Cl)cc1C(=O)OCC(=O)Nc1cc(F)ccc1F	-1.5	0.1	9	7
CCn1ccc(=O)c2cc(OC)ccc21	0.3	0.3	7	-5
COc1ccccc1N1CCN(C2CCCN(Cc3cnc[nH]3)C2)CC1 (stereo not drawn)	-1.0	0.0	-18	10
O=C1NC(=S)S/C1=C\c1ccccc1[N+](=O)[O-]	0.2	-0.8	4	1
O=C(Nc1ccc(Oc2ccccc2)cc1)c1cnc(N2CCc3ccccc3C2)s1	-0.4	0.6	-1	5
CSCCC(=O)Nc1nc2ccccc2[nH]1	-0.2	0.2	7	-13
CCCCCn1c(N)c(-c2nc3ccccc3o2)c2c([N+](=O)[O-])nn(C)c(=O)c21	-0.6	-0.1	-1	7
COc1ccc(/C=C2\C=C(c3ccccc3)N(c3ccc(Cl)cc3)C2=O)cc1	2.3	0.2	8	0
COc1cccc(C(=O)NCC2(c3ccccc3)CCOCC2)c1	-0.5	0.1	5	1
CC1CCCN(CCCNC(=O)c2nc(-c3cccnc3)no2)C1 (stereo not drawn)	0.0	0.0	5	-1
CCOC(=O)c1sc(NC(=O)c2c(C)cc(C)cc2C)c(C(=O)OCC)c1C	1.1	0.0	7	8
Fc1ccccc1Nc1nc2c(s1)CCc1ccccc1-2	-1.3	-0.1	1	-52
Cc1cc(C(=O)N/N=C/c2ccc(C(C)(C)C)cc2)c(C)o1	-1.0	0.0	-4	-33
O=C(NCCc1nnc2n1CCN(C/C(Cl)=C/c1ccccc1)CC2)c1ccoc1	-0.3	-0.1	6	14
CCC(C(=O)Nc1cnccn1)c1ccccc1 (stereo not drawn)	-0.7	0.1	-3	-13
Cn1c2ccccc2c(=O)c2cc(N)ccc21	0.5	-0.1	18	-19
COc1ccccc1OCCOc1ccc(/C=C2\SC(N)=NC2=O)cc1	0.7	0.0	-18	5
O=C(NCc1cccnc1)/C(=C/c1ccc(Cl)cc1)NC(=O)c1ccccc1	-1.1	0.1	1	-2
Cc1cc(C(=O)Nc2cccc(S(=O)(=O)N3CCOCC3)c2)sc1-c1ccccc1	0.7	-0.1	-3	-6
CC1=C(C(=O)OC(C)C)C(c2ccccc2F)N2C(=O)CCSC2=N1 (stereo not drawn)	-0.7	0.2	13	8
Cc1nc2nc(SCC(=O)NCc3ccccc3)nn2c(C)c1Cc1c(F)cccc1Cl	1.7	-0.2	-4	-11
COCCOC(=O)C1=C(N)OC2=C(C(=O)CCC2)C1c1ccc(Cl)cc1 (stereo not drawn)	-1.3	0.1	13	-1
O=C(NCCc1cn2ccsc2n1)c1ccc(F)c(F)c1	0.1	-0.1	4	-31
Cc1c(C(=O)Nc2ccccn2)sc2ncnc(N3CCN(c4ccccc4F)CC3)c12	0.4	0.4	18	-4
Cc1cc(C)n2nc(SCc3cccc(Cl)c3)nc2n1	0.3	0.0	9	-20
CC(C)CN1CCNC(=O)C1CC(=O)NCc1cnn(Cc2ccccc2)c1 (stereo not drawn)	-0.6	0.8	20	-5
COCCNc1nc2c(c(=O)n(C)c(=O)n2C)n1CCCc1ccccc1	1.0	0.2	-1	0
Cc1c(C(=O)Nc2ccccc2)nnc2cc(-c3ccc(Br)cc3)nn12	-0.8	0.0	8	4
CCOC(=O)c1sc(NC(=O)CCC2CCCC2)c(C(N)=O)c1C	0.6	0.1	19	-2
O=C(NCCOc1ccccc1)c1cccc(-c2csc3ccccc23)c1	-2.6	0.1	-16	-1
CS(=O)(=O)N1CCC(C(=O)N2CCN(C(c3ccccc3)c3ccccc3)CC2)CC1	0.5	-0.1	0	2
C=CCNS(=O)(=O)c1ccc(NC(=O)c2cccs2)cc1	0.4	0.0	10	-1
CCn1cnc2sc(C(=O)Nc3cc(C(=O)OC)cc(C(=O)OC)c3)c(C)c2c1=O	-0.5	-0.1	-10	8
O=C(O)CCCCn1c(=O)[nH]c2ccccc2c1=O	-0.4	-0.1	3	-2

The list goes on; it opens with the seven that closed the last part.
SMILES	GPR151 activ	FBW7 act	MITF inh	TEAD-YAP block
Cc1c(C(=O)Nc2ccccc2)nnc2cc(-c3ccc(Br)cc3)nn12	-0.8	0.0	8	4
CCOC(=O)c1sc(NC(=O)CCC2CCCC2)c(C(N)=O)c1C	0.6	0.1	19	-2
O=C(NCCOc1ccccc1)c1cccc(-c2csc3ccccc23)c1	-2.6	0.1	-16	-1
CS(=O)(=O)N1CCC(C(=O)N2CCN(C(c3ccccc3)c3ccccc3)CC2)CC1	0.5	-0.1	0	2
C=CCNS(=O)(=O)c1ccc(NC(=O)c2cccs2)cc1	0.4	0.0	10	-1
CCn1cnc2sc(C(=O)Nc3cc(C(=O)OC)cc(C(=O)OC)c3)c(C)c2c1=O	-0.5	-0.1	-10	8
O=C(O)CCCCn1c(=O)[nH]c2ccccc2c1=O	-0.4	-0.1	3	-2
CC(=O)Cn1c(=O)c2c(nc3n(-c4ccc(F)cc4)c(C)cn23)n(C)c1=O	-0.2	0.2	19	-11
O=C(CSCc1ccccc1)N1CCC(Cc2ccccc2)CC1	6.0*	0.6	6	-43
CC1CN(c2nc3c(c(=O)[nH]2)CCN(Cc2ccc(N4CCCC4)cc2)C3)CC(C)O1 (stereo not drawn)	0.4	-0.1	3	1
CCOC(=O)C1=C(C)N(CCOC)C(=O)/C1=C\c1ccc2c(c1)OCO2	0.1	0.2	-12	4
O=C(COc1ccc(Cl)cc1)Nc1nccs1	-3.4	0.1	1	19
COc1cccc(NC(=O)CN(c2ccc(Cl)c(Cl)c2)S(C)(=O)=O)c1	-1.1	0.3	4	9
CCC(C(=O)Nc1cccc(-c2cn3c(n2)SCC3)c1)c1ccccc1 (stereo not drawn)	-1.0	-0.2	4	3
O=C1NC(c2ccc(O)cc2)Nc2sc3c(c21)CCCC3 (stereo not drawn)	0.5	-0.1	13	-7
C=CCN1C(=O)/C(=C\c2cc(OC)ccc2OC)C(=O)NC1=S	-1.6	0.1	19	6
Cc1nc(SCC#N)c2c(C)c(C)sc2n1	-1.4	-0.2	-6	-4
COc1ccc(N2CCN(C(CNC(=O)C(C)(C)C)c3cccnc3)CC2)cc1 (stereo not drawn)	1.2	0.0	11	7
COc1cnn(C(C)(C)C)c(=O)c1Cl	0.6	-0.1	-18	7
N#CC1(C#N)[C@H](c2ccccc2F)[C@@H](C(=O)c2ccccc2)N2c3ccccc3C=C[C@@H]21	1.2	-0.1	13	-7
CCCCC[C@@](C)(O)/C=C/[C@H]1C=CC(=O)[C@@H]1C/C=C\CCCC(=O)O	-0.9	.	9	.
COc1cc(NC(=O)c2nn3c(C(F)(F)F)cc(-c4ccco4)nc3c2Cl)cc([N+](=O)[O-])c1	0.2	0.1	-4	-2
CCOC(=O)c1sc2ncnc(Nc3ccc(Br)cc3C)c2c1C	-0.7	0.0	10	-8
CC(C)n1cnc2c(NCc3cccc(C(F)(F)F)c3)nc(-c3cccc(N)c3)nc21	-0.7	-0.1	7	5
CCCCNC(=O)CN1CCN(Cc2ccccc2Cl)C1=O	-1.5	0.0	12	1
CSc1nsc(SC)c1C(=O)Nc1ccc(C)cc1	-0.5	-0.2	-10	-12
CC1=NN(C(=O)c2ccc(Cl)cc2)C(O)(C(C)(C)C)C1 (stereo not drawn)	-0.7	0.1	-1	-28
CC(=O)c1c(C)[nH]c(C(=O)Nc2ccc(F)cc2F)c1C	-0.7	0.0	1	-25
O=C(CCC(=O)N1CCc2ccccc2C1)N1CC=C(c2c[nH]c3ccccc23)CC1	-0.9	-0.1	1	7
COc1cc(NC(=O)CSc2nnc(-c3cccnc3)n2N)cc(OC)c1	0.6	0.0	-9	-3
COc1ccc(C(=O)N(CC(=O)NC2CCCC2)c2ccccc2F)cc1OC	-0.6	0.6	9	4
COc1ccc(/C=C2\C(=O)NC(=O)N(c3ccccc3)C2=O)cc1O	-1.5	0.1	8	-22
O=C1Nc2ccc([N+](=O)[O-])cc2NC(=O)c2ccccc21	-5.4	0.0	5	27
COc1cccc(OC)c1C(=O)Nc1cccc(C(C)=O)c1	-1.9	-0.2	3	8
CCOc1ccc(NC(=O)c2sc3nc(C)nc(N4CCN(c5ccccn5)CC4)c3c2C)cc1	0.1	-0.1	-10	1
COc1ccc(N(C(C)C(=O)NC2CCCCC2)S(C)(=O)=O)cc1 (stereo not drawn)	-1.1	0.4	19	9
CN(C)c1cccc(C(=O)NNC(=O)CCCSc2nc3ccccc3s2)c1	-3.8	0.2	9	2
COc1ccc(C(=O)Nc2cccc(C(=O)O)c2)cc1S(=O)(=O)N1CCCC1	-4.1	-0.1	12	9
CCn1c2ccccc2c2cc(CNC3CCCc4ccccc43)ccc21 (stereo not drawn)	1.7	-0.1	32	8
CN(C)CCNCc1ccccc1OC1CCCC1	2.0	-0.1	7	-3
O=C(N/N=C1/C(=O)c2cccc3cccc1c23)c1cc(-c2ccccc2)n[nH]1	0.8	-0.1	9	4
Cc1c(C(=O)C(=O)N2CCC(C(N)=O)CC2)c2ccccc2n1C	1.8	0.1	13	6
CN(Cc1ccccc1)S(=O)(=O)c1ccc(F)c(C(=O)Nc2cccc(Cl)c2)c1	-0.2	0.1	-9	-13
O=C(NC1CCCC1)C(Cc1ccccc1)NS(=O)(=O)c1cccc2nsnc12 (stereo not drawn)	-0.3	0.7	3	9
O=C(Nc1ccc(N2CCOCC2)cc1)c1ccc2nc(N3CCN(c4ccccn4)CC3)sc2c1	1.6	0.1	14	-29
CCC[C@@H]1NC(=O)[C@@H]2C[C@H](NCc3cc(F)ccc3F)CN2C1=O	0.7	0.1	16	-7
COc1cccc2c1OCCCN(C(=O)CCc1nnc(Cc3c[nH]c4ccccc34)o1)C2	-1.6	0.0	-6	4
O=C(O)Cn1c2ccccc2c2nnc(SCC(=O)NCc3cccs3)nc21	2.5	0.2	-1	-9
COc1ccccc1C(=O)N1c2ccccc2C(C)(c2ccccc2)CC1(C)C (stereo not drawn)	0.7	0.7	23	4
COc1ccc2cc(C)c3nn(CC(=O)NC(C)(C)C)c(=O)n3c2c1	-0.6	-0.1	-11	19
COc1ccccc1-n1cnc2cc(NC(=O)c3ccco3)ccc21	-0.8	-0.1	20	-5
Cc1ccc2[nH]cc(CCNS(=O)(=O)c3ccccc3)c2c1	-0.1	-0.3	-4	-8
Nc1[nH]c(=O)[nH]c(=O)c1C(c1ccccc1)c1c(N)[nH]c(=O)[nH]c1=O	0.1	0.4	-4	2
CCCCN(CC)C(=O)c1sc2ncn(CC(=O)NCCC)c(=O)c2c1C	2.8	0.1	-1	-6
Cc1cccc(N2C(=O)c3ccc(C(=O)Nc4cccc(C(=O)c5ccccc5)c4)cc3C2=O)c1C	-1.5	1.0	27	19
CC(=O)Cn1c(C(=O)O)ccc1-c1ccco1	0.2	-0.1	22	-7
O=S(=O)(c1ccc2ccccc2c1)N1CCN(S(=O)(=O)N2CCCCC2)CC1	-2.2	0.7	12	-4

Random excerpt: 2 records from the list, in no set order.
SMILES	GPR151 activ	FBW7 act	MITF inh	TEAD-YAP block
Cc1nc(Nc2nc3ccccc3o2)nc(-c2ccc(F)cc2)c1C#N	-1.4	0.7	12	3
Nc1[nH]c(=O)[nH]c(=O)c1C(c1ccccc1)c1c(N)[nH]c(=O)[nH]c1=O	0.1	0.4	-4	2

Next records follow.
SMILES	GPR151 activ	FBW7 act	MITF inh	TEAD-YAP block
C/C(N)=C(/C#N)C(=O)COC(=O)CSc1cc(C)c(Br)cc1C	2.1	0.0	10	5
O=C(/C=C/c1c(Cl)cccc1Cl)NCc1cccnc1	-0.4	-0.3	3	-17
NC(=O)c1cc([N+](=O)[O-])ccc1NC1CCCCC1	-2.0	0.1	31	-1
COc1ccc(CCN2C(=O)CC[C@@H]3CN(C(=O)c4cncs4)CC[C@@H]32)cc1	0.4	-0.1	4	-57
CC1(C)Cc2c(c(=S)nc(-c3ccccc3)n2CCN2CCOCC2)CO1	-1.1	-0.1	2	9
Cc1cc(Cl)ccc1OCCCC(=O)Nc1nc(C)c(C)s1	-2.3	1.0	21	-12
